STAT1 inh: inhibitors of IFN-gamma induced STAT1 signaling; NIH 3T3 STAT1-luciferase reporter, luminescence; inhibition, % at 5.5 µM; 200,000 tested, 0.35% active; AID 920;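 active = inhibition above a set limit, the mean inhibition across all tested compounds plus 3 SD, cut at about 34% in these data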;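 note: 0% = IFN-gamma with DMSO and 100% = IFN-gamma with 300 µM nifuroxazide; values of inactives mirror those of a sister screen read the other way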
STAT3 inh: inhibitors of IL-6 induced STAT3 signaling; U3A cells, IL-6 STAT3-luciferase reporter, luminescence; host cell line lacks STAT1; inhibition, % at 5.5 µM; 190,000 tested, 0.89% active; AID 862;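 active = inhibition above the mean inhibition across all screened compounds plus 3 SD, cut at about 44% in these data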;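 note: 0% = DMSO only wells and 100% = 100 µM nifuroxazide control wells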
bIAP inhibitor: blocks bovine intestinal alkaline phosphatase activity; 190,000 tested, under 10 active; purified bovine IAP, CDP-star luminescence, 30 min; inhibition, % at 20 µM;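 active = over 50% inhibition of intestinal alkaline phosphatase at 20 µM in the single-dose screen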
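test system = bovine IAP enzyme | medium = DEA buffer 100 mM, pH 9.8, with MgCl2 1.0 mM, ZnCl2 0.02 mM | detection = luminescence | dosing = single compound dose of 20 µM, 2% DMSO final | incubation = 30 min reaction at room temperature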
PPARg SRC3 recr: agonists of human PPARgamma SRC-3 coactivator recruitment. activation, % at 8 µM. 200,000 tested, 0.26% active. biochemical PPARgamma/SRC-3 coactivator recruitment assay. P37231; in the data active = activation above about 23%;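 note: 0% = DMSO and 100% = reference agonist; some compounds past the cut are filed as inactive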
TNAP act hiacc: activators of human TNAP at high phosphate acceptor concentration; purified TNAP, CDP-star luminescence, 1 M DEA, 30 min; stronger effect = higher value; 0 = EDTA background, 1 = DMSO-only activity; 200,000 tested, under 10 active; activation factor at 20 µM;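 active = activation factor at least 2 at 20 µM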
Target sequence (P05186 whole entry, looked up): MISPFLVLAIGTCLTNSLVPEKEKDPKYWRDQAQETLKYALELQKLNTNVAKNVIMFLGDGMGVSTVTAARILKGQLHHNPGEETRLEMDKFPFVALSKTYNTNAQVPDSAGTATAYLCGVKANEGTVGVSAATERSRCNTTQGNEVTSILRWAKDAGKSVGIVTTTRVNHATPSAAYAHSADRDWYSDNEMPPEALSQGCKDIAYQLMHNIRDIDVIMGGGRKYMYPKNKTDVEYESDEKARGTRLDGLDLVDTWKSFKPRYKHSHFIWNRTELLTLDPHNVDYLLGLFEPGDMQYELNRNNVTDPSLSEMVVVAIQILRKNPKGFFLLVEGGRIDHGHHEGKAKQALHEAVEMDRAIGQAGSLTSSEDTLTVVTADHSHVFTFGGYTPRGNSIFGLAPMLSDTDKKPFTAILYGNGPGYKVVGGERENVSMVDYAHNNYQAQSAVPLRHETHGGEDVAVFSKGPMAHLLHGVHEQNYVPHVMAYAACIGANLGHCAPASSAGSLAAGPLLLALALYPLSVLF
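Test system – human TNAP · Doses – 20 µM single point · Incubation – 30 min, room temperature · Signal – luminescent substrate turnover signal · Read-out basis – activation factor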
PPARg SRC-1 ag: PPARgamma-driven SRC-1 recruitment agonism | P37231 | PPARgamma-SRC-1 coactivator recruitment biochemical assay | activation, % at 8 µM | 200,000 tested, 0.41% active | AID 631; in the data active = activation above about 19%;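 note: 0% = DMSO and 100% = reference agonist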
STAT3 act: STAT3 signaling activation | U3A cells, IL-6 STAT3-luciferase reporter, luminescence; 100% = signal with IL-6 EC80 alone | activation (% of control), % at 5.6 µM | AID 871 | 190,000 tested, 0.91% active;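 active = activation above the screen-wide mean of compound activation plus 3 SD, cut at about 130% in these data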;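 note: 0% = background luminescence of wells with medium and substrate only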
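Assay system – human STAT1-deficient U3A cells with stable STAT3-luciferase reporter · Also added – IL-6 (33 ng/mL) · Schedule – compound 1 h, then IL-6 6 h at 37 °C · Technique – reporter luminescence signal · Evaluation – % activation versus median of IL-6-stimulated wells · Benchmarks – IL-6-only wells as 100% reference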
PPARg SRC2 recr: PPARgamma-driven SRC-2 recruitment agonism; P37231; PPARgamma LBD-SRC-2 recruitment, biochemical; activation, % at 8 µM; 200,000 tested, 0.34% active; in the data active = activation above about 22%;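 note: 0% = vehicle and 100% = reference agonist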
SRC2 TRFRET art: counter-screen for PPARgamma SRC-2 recruitment agonists: TR-FRET artefact; stronger effect = higher value; TR-FRET ratio at 8 µM; 200,000 tested, 0.4% active; AID 1049; in the data active = TR-FRET ratio above about 2000; note: inactives centre near 1500
bIAP activator: increases bovine intestinal alkaline phosphatase activity. purified bovine IAP, CDP-star luminescence, 30 min; stronger effect = higher value; fold of DMSO-control signal, blank-subtracted. 200,000 tested, 0.17% active. activation factor at 20 µM;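 active = activation factor of 2 or more at 20 µM, a signal rise over negative controls twice the positive control's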
ROMK primary: modulates human ROMK potassium channel activity; AID 1918; Tet-inducible ROMK, thallium flux fluorescence; actives lie on both sides; P48048; 130,000 tested, 2% active; B-score at 10 µM;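 active = signal ratio slope over the read window, or its plate-corrected B-score, at least 3 SD from the plate mean, either direction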;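 note: B-score of the F/F0 ratio slope over 7 to 12 s after thallium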
Target sequence (P48048 whole entry, looked up): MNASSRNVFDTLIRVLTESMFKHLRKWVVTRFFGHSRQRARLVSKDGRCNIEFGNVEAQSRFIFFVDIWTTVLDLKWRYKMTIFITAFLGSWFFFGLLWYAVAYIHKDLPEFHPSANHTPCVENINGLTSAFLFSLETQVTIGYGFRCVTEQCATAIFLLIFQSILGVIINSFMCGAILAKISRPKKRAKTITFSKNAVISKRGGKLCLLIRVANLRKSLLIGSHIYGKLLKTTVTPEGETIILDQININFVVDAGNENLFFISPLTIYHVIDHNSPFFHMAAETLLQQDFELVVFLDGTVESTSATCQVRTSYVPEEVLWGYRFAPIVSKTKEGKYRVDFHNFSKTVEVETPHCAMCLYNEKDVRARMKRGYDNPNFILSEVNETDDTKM
Numbers without * were called inactive; / = not tested or not shown.

compound | SRC2 TRFRET art | STAT1 inh | STAT3 inh | PPARg SRC2 recr | PPARg SRC3 recr | bIAP activator | bIAP inhibitor | STAT3 act | ROMK primary | PPARg SRC-1 ag | TNAP act hiacc
Cc1ccc(C(C(=O)NC(C)(C)C)N(Cc2ccccc2)C(=O)c2snc(C(N)=O)c2N)o1 (centres undefined) | 1507 | 14 | 4 | -3 | 1 | 1 | 4 | 101 | -0.0078 | 1 | 1
Cc1cccc(C(=O)c2cnc3ccccc3c2-c2ccccc2)c1 | 1398 | 1 | 3 | -3 | 1 | 0.9 | 15 | 100 | -0.2 | 0 | 1
CCOc1ccc(-c2nc(C#N)c(NCc3ccc4c(c3)OCO4)o2)cc1 | 1573 | -4 | 3 | 14 | 13 | 1.1 | -5 | 102 | / | 8 | 1
CC1(C(=O)OCC(=O)NC(=O)NCc2ccccc2)CC1(Cl)Cl (centres undefined) | 1673 | 6 | -4 | 1 | 4 | 1 | -4 | 106 | -0.39 | 6 | 1
O=c1ccc2cc3c([nH]c4ccc(Br)cc43)oc-2c1O | 1408 | 10 | -4 | 4 | -2 | 1 | 2 | 106 | -0.28 | -1 | 0.9
O=C(CSc1nccc(=O)[nH]1)Nc1ccc(Br)c(Cl)c1 | 1531 | -5 | 2 | -2 | 0 | 1 | 4 | 100 | / | -2 | 1
CCCC(=O)Nc1nnc(Sc2ccc(N(C)C)cc2)s1 | 1510 | -3 | 6 | -10 | -5 | 0.9 | 9 | 95 | / | -5 | 1
Cc1cccc(C)c1OCC(O)CN1CCN(c2ccccc2)CC1 (centres undefined) | 1356 | -5 | 9 | -5 | 4 | 1 | -4 | 99 | -0.46 | 0 | 1.1
Cc1ccc(S(=O)(=O)N2CCC(C(=O)N3CCC[C@H]3C(=O)NCc3ccco3)CC2)cc1 | 1779 | 3 | 9 | 4 | 2 | 0.8 | 15 | 96 | / | 8 | 1
C/C(=N\OCC(=O)Nn1c(C)nc2ccccc2c1=O)c1ccccc1 | 1688 | 6 | 0 | 3 | 7 | 1 | 2 | 102 | / | 4 | 1
CCN(CC)CCCN1C(=O)C(=O)/C(=C(/O)c2ccc(C)cc2)C1c1ccccn1 (centres undefined) | 1614 | 0 | -2 | 11 | 11 | 1 | 4 | 101 | 0.37 | 5 | 1
Cc1cc2cc3c(cc2nc1SCc1ccc(C(=O)O)cc1)OCCO3 | 1513 | 11 | -12 | 12 | -6 | 0.8 | 19 | 106 | / | 10 | 1
Cc1ccc(C(=O)Nc2ccc(F)cc2F)o1 | 1554 | -7 | 21 | 2 | 9 | 1.1 | -5 | 86 | 0.019 | 3 | 1.1
COc1cc(C(=O)O/N=C(\N)c2ccc([N+](=O)[O-])cc2)cc(OC)c1OC | 1593 | -5 | 0 | 7 | 0 | 0.9 | 5 | 102 | 0.26 | 5 | 1
CCc1ccccc1NC(=O)Cn1cccc1C1=NC(c2ccccc2)CO1 (centres undefined) | 1676 | 5 | -9 | 3 | -1 | 1 | -3 | 105 | 0.32 | 0 | 1.1
CC(C)c1cc(C(F)(F)F)n2nc(C(=O)O)cc2n1 | 1471 | 0 | 4 | 1 | 7 | 0.9 | 6 | 101 | 0.11 | 2 | 1
CN(CC(=O)NC1CCCCCC1)S(=O)(=O)c1ccc2c(c1)n(C)c(=O)c(=O)n2C | 1600 | -6 | 8 | -1 | 4 | 0.9 | 5 | 101 | / | 9 | 1.1
CC(Sc1sc(=S)sc1SC(C)C(=O)O)C(=O)O (centres undefined) | 1658 | -1 | 4 | -3 | -3 | 1 | 2 | 100 | / | 1 | 1.1
CN(C)C(CNC(=O)c1ccc2c(c1)S(=O)(=O)c1ccccc1C2=O)c1ccco1 (centres undefined) | 1482 | 4 | 6 | 8 | 5 | 0.8 | 17 | 98 | -0.85 | 8 | 1
CCN(CC)c1ccc(NC(=O)Cn2ncc3c(C)n(Cc4ccccc4F)c(C)c3c2=O)c(C)c1 | 1632 | 1 | 8 | 0 | -1 | 1 | -1 | 96 | -0.028 | 8 | 1
CCC1(C(=O)OC)NC(c2ccccc2OC)C2C(=O)N(C)C(=O)C21 (centres undefined) | 1561 | 1 | 3 | -3 | -3 | 1 | 4 | 99 | / | 1 | 1
CCOC(=O)c1ccc(NC(=O)C(=O)NCc2ccncc2)cc1 | 1487 | -9 | -4 | -6 | -4 | 1 | 4 | 112 | / | -1 | 1
COc1ccc(CNC(=O)CCSCc2ccc(C)cc2)cc1 | 1598 | -11 | 6 | -11 | 3 | 0.8 | 18 | 106 | -0.59 | -5 | 1
COc1ccc(C2C(C(=O)c3sc(C)nc3C)=C(O)C(=O)N2CCN(C)C)cc1 (centres undefined) | 1755 | 6 | 6 | 5 | 8 | 0.9 | 7 | 99 | / | -2 | 1.1
CCOc1ccc(NC(=O)CSc2nnc(-c3ccncc3)n2CC2CCCO2)cc1 (centres undefined) | 1745 | 5 | 5 | 1 | 10 | 1 | -4 | 98 | -0.19 | 12 | 1.1
CCN(CC)CCN1C(=O)C(O)=C(C(C)=O)C1c1ccc(OC)c(OC)c1 (centres undefined) | 1351 | 0 | 2 | 5 | 3 | 0.9 | 6 | 103 | -0.32 | 5 | 1
C/C(Nc1ccccc1)=C(/C#N)C(N)=O | 1496 | -4 | 3 | 2 | -4 | 0.9 | 12 | 102 | 1.2 | 3 | 1
CCC(C)NC(=O)CSc1nc2scc(-c3ccccc3)c2c(=O)[nH]1 (centres undefined) | 1438 | 1 | 11 | 14 | 6 | 0.9 | 11 | 97 | -0.16 | 3 | 1
Cc1cc(-c2ccccc2)nc(N(C)NC(=O)C(C)(C)C)c1S(C)(=O)=O | 1656 | 4 | 10 | 5 | 5 | 1 | 2 | 100 | 1.2 | 4 | 1
O=C1NCCNC1(c1c[nH]c2ccccc12)C(F)(F)F (centres undefined) | 1514 | -1 | -6 | 5 | 0 | 1 | 5 | 113 | / | 3 | 1

Entries of single compounds from above. Values in the order: SRC2 TRFRET art | STAT1 inh | STAT3 inh | PPARg SRC2 recr | PPARg SRC3 recr | bIAP activator | bIAP inhibitor | STAT3 act | ROMK primary | PPARg SRC-1 ag | TNAP act hiacc
Cc1ccc(C(=O)Nc2ccc(F)cc2F)o1 is entered as 1554 | -7 | 21 | 2 | 9 | 1.1 | -5 | 86 | 0.019 | 3 | 1.1
COc1cc(C(=O)O/N=C(\N)c2ccc([N+](=O)[O-])cc2)cc(OC)c1OC is entered as 1593 | -5 | 0 | 7 | 0 | 0.9 | 5 | 102 | 0.26 | 5 | 1

Continuation.
compound | SRC2 TRFRET art | STAT1 inh | STAT3 inh | PPARg SRC2 recr | PPARg SRC3 recr | bIAP activator | bIAP inhibitor | STAT3 act | ROMK primary | PPARg SRC-1 ag | TNAP act hiacc
CCCOC(=O)C1[C@H]2C(=O)N(CC3CCCO3)C[C@]23C=C[C@H]1O3 (some centres undefined) | 1483 | -6 | 0 | 5 | 17 | 1.1 | -6 | 101 | -0.14 | 3 | 1.1
O=C(NCCC1=CCCCC1)C(=O)NCc1ccccc1 | 1551 | -9 | 7 | -5 | -2 | 1 | -1 | 94 | 1.2* | -9 | 1
CC(C)c1nc(CNC(=O)CC2C(=O)NCCN2Cc2ccoc2)cs1 (centres undefined) | 1491 | -3 | -4 | 5 | 5 | 1 | -1 | 108 | 0.61 | 6 | 1.1
CC(=O)Nc1cccc(Oc2ncnc3scc(-c4ccccc4)c23)c1 | 1458 | 8 | 3 | -9 | -2 | 0.5 | 49 | 97 | / | -10 | 1
CCn1c(O)c(N=NC(=O)c2cccc(S(=O)(=O)N3CCCCC3)c2)c2ccccc21 | 1583 | -2 | 4 | 9 | 6 | 0.9 | 10 | 100 | -0.11 | 4 | 0.9
O=C(Nc1ncccc1O)c1cccc(S(=O)(=O)N2CCc3ccccc32)c1 | 1618 | -5 | 5 | 11 | 4 | 1.1 | -14 | 101 | / | 10 | 1
O=C(NNS(=O)(=O)c1ccc(F)cc1)C1CCN(Cc2cccc(F)c2)CC1 | 1856 | 7 | 12 | 9 | 9 | 0.9 | 6 | 94 | 1.1 | 6 | 1
NC(=O)N=Nc1c(O)[nH]c2c(Br)cc(Br)cc12 | 1324 | -14 | 2 | -2 | 0 | 1.1 | -7 | 103 | 0.65 | 12 | 1
Cc1cccc(NC(=O)CSc2nc(C)nc3c2c(=O)n(C)c(=O)n3C)c1 | 1657 | -4 | 14 | 1 | 3 | 1 | 0 | 95 | / | 4 | 1
CC(C)C(C)(C#N)NC(=O)CSc1nnc(-c2ccccc2)o1 (centres undefined) | 1499 | -4 | 5 | 6 | -1 | 1 | 1 | 101 | 0.06 | 1 | 1
CC(C)(C)NC(=O)CCN(/N=C/c1ccc([N+](=O)[O-])o1)C1=NS(=O)(=O)c2ccccc21 | 1567 | 14 | 3 | -1 | -1 | 1.4 | -39 | 96 | 0.92 | -2 | 0.9
COc1ccc(-c2cc(C(F)(F)F)nc(N3CCN(c4ccc(F)cc4)CC3)n2)cc1OC | 1635 | -2 | -1 | 7 | 3 | 1 | -1 | 100 | 0.32 | 0 | 1
Cc1c(N=C2SCC(=O)N2/N=C/c2ccccc2)c(=O)n(-c2ccccc2)n1C | 1540 | -3 | -2 | -3 | -5 | 1 | 2 | 104 | / | 0 | 1
OC(CN1C2=NCCN2c2ccccc21)c1ccc(Br)cc1 (centres undefined) | 1343 | -3 | 10 | 11 | -2 | 1.2 | -16 | 92 | / | -6 | 1.1
O=C(c1cccs1)N1CCCC(c2nc(-c3ccc(F)cc3)no2)C1 (centres undefined) | 1573 | 0 | -7 | 4 | 8 | 1.1 | -6 | 106 | / | 4 | 1
CCOC(=O)C1CCCCN1C(=O)CCc1c(C)nc2ncnn2c1C (centres undefined) | 1507 | -1 | 19 | 12 | -7 | 1 | -1 | 87 | 1.3 | -3 | 1.1
COC(=O)c1ccccc1NC(=O)c1ccc(COc2ccccc2)o1 | 1645 | -4 | 28 | -2 | 5 | 0.8 | 21 | 79 | / | 5 | 1
O=C(CN1CCCC1)Nc1ccc(Cl)cc1C(F)(F)F | 1597 | -10 | -4 | 4 | 4 | 0.9 | 11 | 105 | -0.089 | 8 | 1
CS(=O)(=O)N1CCCC(C(=O)NCc2ccccc2Cl)C1 (centres undefined) | 1473 | 2 | 1 | -6 | -9 | 0.9 | 5 | 103 | / | -1 | 1

Some entries already given, showing only ROMK primary and PPARg SRC3 recr:
SMILES,ROMK primary,PPARg SRC3 recr
Cc1c(N=C2SCC(=O)N2/N=C/c2ccccc2)c(=O)n(-c2ccccc2)n1C,/,-5
OC(CN1C2=NCCN2c2ccccc21)c1ccc(Br)cc1 (centres undefined),/,-2
O=C(c1cccs1)N1CCCC(c2nc(-c3ccc(F)cc3)no2)C1 (centres undefined),/,8

High-throughput results (PubChem)
